EPAC2 antag – qHTS for Antagonist of cAMP-regulated guanine nucleotide exchange factor 2 (EPAC2): primary screen; Potency, µM (top dose mostly 114 µM), for inactives: at the top dose activity, negative = inhibition, most hits filed as inhibitors; Rap guanine nucleotide exchange factor 4 (Homo sapiens), Q8WZA2; EPAC2 GEF exchange of Rap1B-BODIPY-GDP, fluorescence; 360,000 compounds, 0.18% hits; note: potency is the fitted concentration of half-maximal effect; % is set by controls: 0 for no effect and ±100 for the full control effect; nearly all actives have a fitted effect of over 45% in size; many of its hits are not listed in these tables
Target sequence (Q8WZA2 whole entry, looked up): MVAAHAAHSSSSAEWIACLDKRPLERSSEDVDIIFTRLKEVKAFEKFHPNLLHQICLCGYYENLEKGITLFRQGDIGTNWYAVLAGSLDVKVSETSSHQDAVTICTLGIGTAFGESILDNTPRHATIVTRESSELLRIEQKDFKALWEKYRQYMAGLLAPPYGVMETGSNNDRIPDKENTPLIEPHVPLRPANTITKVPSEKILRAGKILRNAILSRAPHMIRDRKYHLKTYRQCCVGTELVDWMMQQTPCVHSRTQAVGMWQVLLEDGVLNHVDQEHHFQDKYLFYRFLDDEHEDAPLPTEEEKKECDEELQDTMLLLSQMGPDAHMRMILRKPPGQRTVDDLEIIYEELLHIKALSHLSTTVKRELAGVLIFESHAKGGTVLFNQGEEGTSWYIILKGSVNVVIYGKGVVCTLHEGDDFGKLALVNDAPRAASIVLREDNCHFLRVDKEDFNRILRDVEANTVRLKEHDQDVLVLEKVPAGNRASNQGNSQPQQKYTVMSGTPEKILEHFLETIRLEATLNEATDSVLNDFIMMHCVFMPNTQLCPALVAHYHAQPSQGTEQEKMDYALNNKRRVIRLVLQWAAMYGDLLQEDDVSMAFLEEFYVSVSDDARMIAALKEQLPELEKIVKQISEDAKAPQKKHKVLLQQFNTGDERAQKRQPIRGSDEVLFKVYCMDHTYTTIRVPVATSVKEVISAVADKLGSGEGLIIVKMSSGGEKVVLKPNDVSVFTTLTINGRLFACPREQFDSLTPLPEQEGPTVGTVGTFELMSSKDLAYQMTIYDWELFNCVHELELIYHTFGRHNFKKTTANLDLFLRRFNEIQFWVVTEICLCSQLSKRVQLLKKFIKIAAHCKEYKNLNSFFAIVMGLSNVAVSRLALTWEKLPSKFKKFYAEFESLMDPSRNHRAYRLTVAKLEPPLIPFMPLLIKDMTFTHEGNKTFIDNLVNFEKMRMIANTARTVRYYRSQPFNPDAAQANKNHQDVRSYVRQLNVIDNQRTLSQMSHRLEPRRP
DRD3 agonist – qHTS of D3 Dopamine Receptor Agonist: qHTS; max activation, %; D(3) dopamine receptor (Homo sapiens), P35462; AID 652048, 2013; D3R DiscoveRx beta-arrestin cells, luminescence, 90 min; 410,000 compounds, 0.58% hits; in the data active = max activation above about 30%; note: 0% is about no effect; mostly tested at two doses, the higher about 12 µM
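Cells at 1500/well, incubated overnight, then treated with pinned compounds (dopamine as control) for 90 min at 37 degrees C. DiscoveRx reagent added for 30 - 60 minutes at room temperature; luminescence read.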
CCT chaperon mod – High-Throughput Screening for Modulators of Cytosolic Chaperonin Activity; purified chaperonin ATPase assay, HTRF ADP detection, 30 min; activity change, % (concentration not given with the values), hits read low; 360,000 compounds, 0.3% hits; AID 651819, 2012; in the data active = activity change below about -30%; note: % is set by controls: 0 for no effect and ±100 for the full control effect
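We incubate TRiC, 40 or 20 nM final, with library compounds at 76 uM and 10 uM ATP for 30 min at 37 °C. ADP formed is detected with Transcreener HTRF reagents after 30 min at room temperature.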
MmCpn inh – Inhibitors of TCP-1 ring complex (TRiC) of Methanococcus maripaludis (MmCpn): qHTS. purified Mm-Cpn ATPase, ADP Transcreener TR-FRET. Potency, µM (series often up to 76.9 µM), without a hit: at the highest dose activity, negative = inhibition, usual class: inhibitors. 330,000 compounds, 0.031% hits; note: potency is the fitted concentration of half-maximal effect; % is set by controls: 0 for no effect and ±100 for the full control effect; nearly all actives have a fitted effect of over 80% in size
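ATP (10 uM final) was added to archaeal chaperonin (25 nM final) after 10 min exposure to test compound at 37°C; after 30 min further incubation, ADP was detected by competitive TR-FRET.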
PTHR1 ag – qHTS for PTHR1 Agonists: Primary Screen. HEK293 GP2 PTHR1 cells, GloSensor cAMP luminescence, 1 h. Potency, µM (top dose mostly 115 µM), without a hit: at the highest dose activation, most hits filed as activators. 410,000 compounds, 0.075% hits. AID 743266, 2014. Parathyroid hormone/parathyroid hormone-related peptide receptor (Homo sapiens), Q03431; note: potency is the fitted concentration of half-maximal effect; nearly all actives have a fitted effect of over 55% in size; some results filed as inactive show a strong effect at the top dose; inactives centre near -15; many of its hits are not listed in these tables
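HEK-293-derived GP2 cells expressing PTHR1 and a GloSensor cAMP reporter, 3,000/well, plated overnight, given luciferin plus IBMX (each 0.5 mM as added) for 1 h at 37 °C, then compound for 1 h at 37 °C. Luminescence was read after 15 min at room temperature.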
EPAC2 ag – qHTS for Agonist of cAMP-regulated guanine nucleotide exchange factor 4 (EPAC2): primary screen; 360,000 compounds, 0.079% hits; Rap guanine nucleotide exchange factor 4 (Homo sapiens), Q8WZA2; AID 720711, 2013; EPAC2 activation, biochemical qHTS; response scale: 100% = 6.5 mM cAMP response; Potency, µM (highest dose often 154 µM), for the others: at the top dose activation, hits mostly activators; note: potency is the fitted concentration of half-maximal effect; nearly all actives have a fitted effect of over 50% in size
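Each well held 100 nM EPAC2, 250 nM RAP1B-BODIPY-GDP and 50 uM GDP. Fluorescence, read at 5-min intervals to 30 min, was referenced to a 6.5 mM cAMP positive control.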
D3 antag – qHTS of D3 Dopamine Receptor Antagonist: qHTS; D3R cells, DiscoveRx beta-arrestin luminescence, antagonist mode; active compounds read low; AID 652054, 2013; max response, negative = inhibition, %; 360,000 compounds, 2.5% hits; D(3) dopamine receptor (Homo sapiens), P35462; in the data active = max response below about -50%; inconclusive = no clear call, values can overlap the other calls; note: % is set by controls: 0 for no effect and ±100 for the full control effect; mostly tested at two doses, the higher about 12 µM
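Cells expressing the human receptor were seeded at 1500 cells/well, incubated overnight at 37 degrees C in 5% CO2, then exposed to library compounds with dopamine controls for 90 minutes at 37 degrees C before luminescent detection.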
pAkt inh – HTS Assay for Inhibitors of Akt Phophorylation: Primary Screen | Neuro2A IGF-stimulated pAkt S473 HTRF, 20 min; active compounds read low | activity change, % for hits at 50 µM | 360,000 compounds, 0.32% hits | AID 651550, 2012; in the data active = activity change below about -80%; inconclusive = mostly about -51% to -80%; note: % is set by controls: 0 for no effect and ±100 for the full control effect
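Neuro2A cells in DMEM with 0.5% FBS, overnight at 37 deg C, given compound at single 50 µM final, then IGF (6 nM final) for 20 min at 37 deg C. Lysed; phospho-Akt Ser473 by HTRF after 24 h, 665/615 ratio.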
An asterisk follows results filed as active; i = inactive; ? = inconclusive; · = no result given; [ ] = dose if it differs, or a comment. Unless noted, calls come from the whole dose curve; as a rule, active = well fitted curve in the direction sought with a large enough effect; inconclusive = small, poorly fitted or top-dose-only effect, or another doubt; inactive = no such curve, though single readings can be large; an effect the other way counts as inactive or inconclusive. The list is partial; count on the stated rates, not on these rows.

SMILES | EPAC2 antag | DRD3 agonist | CCT chaperon mod | MmCpn inh | PTHR1 ag | EPAC2 ag | D3 antag | pAkt inh
COc1ccccc1-c1nc(-c2ccccc2)[nH]c(=O)c1C#N | -3% | 0 | 1.1 | -2% | -13% | 2% | 5 | i
COc1ccc(OC)c(C(c2nnnn2Cc2ccco2)N2CCN(C)CC2)c1 (stereo not drawn) | 6% | -2 | -3.6 | 0% | i | 10% | -14 | i
CCN(CC)S(=O)(=O)c1ccc(C(=O)NNC(=O)c2cccs2)cc1 | 16% | 3 | -0.3 | 1% | -2% | 4% | 2 | i
Cc1ccccc1NC(=O)C1CCCN(S(=O)(=O)c2cnc[nH]2)C1 (stereo not drawn) | 13% | 3 | -0.3 | 3% | -16% | 1% | -19 | i
O=C(NCc1cccs1)C1CC(c2ccccc2O)=NO1 (stereo not drawn) | 11% | -3 | 2.7 | -2% | i | 0% | -25 | i
O=C(NCc1ccccn1)c1ccc(Cl)c(S(=O)(=O)Nc2ccccc2C(=O)NCc2ccccn2)c1 | 10% | -10 | 2.4 | 2% | i | 10% | -22 | i
CCOc1ccc(S(=O)(=O)N2CCC(C(=O)NCc3ccccn3)CC2)cc1C | 1% | -9 | -1.5 | 1% | -16% | 15% | -12 | i
C=Cc1ccc(Cn2c(C)c(C(=O)NCc3cccc([N+](=O)[O-])c3)sc2=O)cc1 | 3% | -4 | 0.2 | · | i | 7% | -6 | i
O=C(Cn1ccc([N+](=O)[O-])n1)Nc1ccccn1 | -18% | 1 | -0.7 | -7% | i | 1% | 9 | i
N#Cc1ccccc1NC(=O)CN1CCN(Cc2ccccc2)CC1 | 4% | 4 | -1.6 | -1% | i | 8% | 14 | i
CC1CCN(CC(CS(=O)(=O)c2ccc([N+](=O)[O-])cc2)N2CCC(C)CC2)CC1 (stereo not drawn) | -9% | -8 | 2.2 | -2% | -68%[inhibitor] | -1% | -20 | i
COc1cc(OC)cc(C(=O)N(Cc2ccco2)c2c(N)n(Cc3ccccc3)c(=O)[nH]c2=O)c1 | 1% | 6 | 1.3 | · | -13% | 7% | 6 | i
CC(=O)N/N=C/c1ccccc1OCCOc1cccc(C)c1 | 5% | 0 | -2.8 | -1% | -6% | -1% | 43 | i
Cc1c(C)c2ccc(OCC(=O)Nc3ccccc3C(N)=O)cc2oc1=O | -5% | -15 | -0.5 | -4% | i | 4% | 19 | i
CCN(CC)S(=O)(=O)N1CCC(C(=O)NCc2ccc(C)cc2)CC1 | -4% | 3 | -2.8 | -1% | i | 3% | -8 | i
Nc1ccccc1C(=O)N1CCc2ccccc21 | -6% | 7 | -1.2 | 0% | -7% | 5% | 12 | i
Cc1csc(NC(=O)CSc2nnc(-c3ccncc3)o2)n1 | -4% | 0 | -0.7 | 2% | -24% | 2% | 25 | i
C=CCN1C(=O)c2oc3ccccc3c(=O)c2C1c1ccc(O)c(OC)c1 (stereo not drawn) | 17% | 2 | -0.7 | -2%[15.4 µM] | 4% | 8% | -16 | i
C(=C\c1ccccc1)/C=N/Nc1nc2ccccc2[nH]1 | 6% | 1 | -1.8 | -3% | 0% | 8% | 3 | i
CCc1ccc(OCC(=O)N(Cc2ccccc2)C2CCS(=O)(=O)C2)cc1 (stereo not drawn) | 1% | -2 | 0.1 | 0% | -6% | 8% | -12 | i
Cc1c(C(=O)O)sc2nc(-c3cccs3)cc(C(F)(F)F)c12 | -25% | -6 | -2.2 | -1% | -40%[inhibitor] | 9% | -10 | i
COc1cc(COCC(O)CN2CCCCC2C)cc(OC)c1OC (stereo not drawn) | -12% | -6 | -2.6 | 1% | i | 12% | 0 | i
Cc1ccc(C(C(=O)NC(C)(C)C)N(CCCN2CCOCC2)C(=O)c2ccc(-c3ccccc3)[nH]2)o1 (stereo not drawn) | 0% | 4 | -14 | 1% | i | 6% | -1 | i
COc1ccc(N2C(=O)CC(Nc3cccc([N+](=O)[O-])c3)C2=O)cc1 (stereo not drawn) | 8% | 2 | 0.5 | 2% | i | 0% | 2 | i
CCNC(=S)NNC(=O)c1ccccc1Cl | 0% | -3 | -8.5 | -4% | i | -5% | 0 | i
Following part
SMILES | EPAC2 antag | DRD3 agonist | CCT chaperon mod | MmCpn inh | PTHR1 ag | EPAC2 ag | D3 antag | pAkt inh
Cc1cc(C)n(CC(O)COc2ccc(F)cc2)n1 (stereo not drawn) | -2% | 6 | 1.7 | 0% | i | -1% | 28 | i
COc1cccc(Nc2nc(-c3cccs3)nc3ccccc23)c1 | 5% | 2 | 1.6 | -21% | i | 5% | 10 | i
CO/N=C/NC(=O)c1c(OC)ccnc1Oc1ccc(Cl)cc1 | 13% | 4 | -1.3 | -2% | -15%[57.5 µM] | 4% | 11 | i
CCCC(=O)NC(=S)Nc1cccc(C(C)=O)c1 | -2% | 6 | 0.4 | 2% | i | 11% | 0 | i
CCN(CC(=O)NCc1cccs1)C(=O)/C=C/c1cc(Br)ccc1OC(F)F | -7% | -5 | -1.6 | 1% | -11% | 11% | ? | i
O=C(O)c1ccccc1OCCOc1ccccc1C(=O)O | -2% | 3 | -1.2 | 0% | i | 5% | 17 | i
Cc1csc(SCC(=O)NCc2cccc(Cl)c2)n1 | 1% | -4 | -0.9 | 4% | -3% | 16% | -5 | i
Cc1nc(Nc2ccc3c(c2)OCCO3)c2c(C)c(C)sc2n1 | -5% | 19 | -0.6 | 0% | -39%[inhibitor] | 10% | 4 | i
O=C(Cn1nnc2ccccc2c1=O)Nc1cccc(S(=O)(=O)N2CCOCC2)c1 | 8% | 2 | -27 | -1% | -2% | 4% | 5 | i
Cc1ccc2nc(-c3ccncc3)[nH]c2c1 | 4% | 5 | 1.7 | -6% | i | 1% | -10 | i
COc1ccc(S(=O)(=O)N2CCOCC2)cc1NC(=O)CSc1nnc(C2CC2)n1C1CC1 | 1% | 6 | -1.4 | -2% | -4% | 5% | 3 | i
COc1ccc(/C=N/Nc2ncc(-c3ccccc3)cn2)c(OC)c1 | -7% | -6 | -1.1 | 0% | -2%[57.5 µM] | 8% | -16 | i
Cc1cc(C)c(C(=O)COC(=O)Cn2c(C)csc2=O)cc1C | -3% | 8 | -0.1 | -2% | -36%[inhibitor] | -1% | 16 | i
Cc1cn(C2CC(O)C(CO)O2)c(=O)n(CCCc2ccccc2)c1=O (stereo not drawn) | 7% | -5 | -0.9 | · | i | 8% | 12 | i
COc1ccc(CCN(C)C(=O)CCCN2C(=O)c3cccc4cccc(c34)C2=O)cc1OC | -1% | 1 | -0.5 | -1% | -84%[inhibitor] | 3% | 19 | i
CCCOC(=O)CSC1=C(C#N)C(c2ccccc2OC)C(C#N)C(=O)N1 (stereo not drawn) | 9% | 3 | 1.8 | 1% | -9%[57.5 µM] | 1% | ? | i
C/C(=C\C(=O)c1ccccc1)Nc1ccc(N2CCOCC2)cc1 | 3% | 1 | -0.7 | -2% | i | -10% | -4 | i
Cc1ccc(-c2[nH]nc3c2C(c2ccc(OC(=O)N4CCOCC4)cc2)C(C#N)=C(N)O3)cc1 (stereo not drawn) | -10% | -2 | -4.5 | 1% | -5%[57.5 µM] | 14% | ? | ·
Cc1ccc2ncnc(-c3ccccc3)c2c1 | 10% | 9 | 2.7 | 0% | -7% | 1% | 20 | i
O=C(c1cc(-n2cnnc2)ccc1Cl)N1CCN(c2nc(-c3ccccc3)cs2)CC1 | -9% | 2 | -2.6 | 3% | -22% | 5% | -15 | i
CC(C)(C)NC(=O)CN(Cc1cccs1)C(=O)C1COc2ccccc2O1 (stereo not drawn) | -2% | 1 | -0.2 | 1% | i | 4% | 6 | i
Cc1cc(C)c(NC(=O)CO/N=C2\CCCc3nonc32)c(C)c1 | 15% | -2 | 2.6 | 0% | i | -3% | 6 | i
CC(C)N1CCN(Cc2cnc(N3CCCC3)s2)CC1CCO (stereo not drawn) | 0% | -1 | 0.6 | 0% | i | 0% | 8 | i
CCOc1ccc(S(=O)(=O)Nc2nc3ccccc3nc2Cl)cc1 | -22% | -3 | -4.2 | -3% | -39%[inhibitor] | 0% | 4 | i

Structures shown so far with a thiophene ring, fused or not:
SMILES | EPAC2 antag | DRD3 agonist | CCT chaperon mod | MmCpn inh | PTHR1 ag | EPAC2 ag | D3 antag | pAkt inh
CCN(CC)S(=O)(=O)c1ccc(C(=O)NNC(=O)c2cccs2)cc1 | 16% | 3 | -0.3 | 1% | -2% | 4% | 2 | i
O=C(NCc1cccs1)C1CC(c2ccccc2O)=NO1 (stereo not drawn) | 11% | -3 | 2.7 | -2% | i | 0% | -25 | i
Cc1c(C(=O)O)sc2nc(-c3cccs3)cc(C(F)(F)F)c12 | -25% | -6 | -2.2 | -1% | -40%[inhibitor] | 9% | -10 | i
COc1cccc(Nc2nc(-c3cccs3)nc3ccccc23)c1 | 5% | 2 | 1.6 | -21% | i | 5% | 10 | i
CCN(CC(=O)NCc1cccs1)C(=O)/C=C/c1cc(Br)ccc1OC(F)F | -7% | -5 | -1.6 | 1% | -11% | 11% | ? | i
Cc1nc(Nc2ccc3c(c2)OCCO3)c2c(C)c(C)sc2n1 | -5% | 19 | -0.6 | 0% | -39%[inhibitor] | 10% | 4 | i
CC(C)(C)NC(=O)CN(Cc1cccs1)C(=O)C1COc2ccccc2O1 (stereo not drawn) | -2% | 1 | -0.2 | 1% | i | 4% | 6 | i

Screening results from PubChem.
